BCLXL inh – blocks human Bcl-xL binding to Bim BH3 peptide. Q07817. GST-Bcl-xL / FITC-Bim BH3 peptide fluorescence polarization. inhibition, % at 10.9 µM. actives 0.7% (n = 320,000);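 active means inhibition above the mean of all tested compounds plus 3 SD, cutoff set per campaign, cut at about 30% in these data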;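 further: 0% = DMSO wells and 100% = unlabeled Bim-BH3 peptide competitor; inhibitors lower millipolarization by displacing the labeled peptide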
Target sequence (Q07817 whole entry, looked up): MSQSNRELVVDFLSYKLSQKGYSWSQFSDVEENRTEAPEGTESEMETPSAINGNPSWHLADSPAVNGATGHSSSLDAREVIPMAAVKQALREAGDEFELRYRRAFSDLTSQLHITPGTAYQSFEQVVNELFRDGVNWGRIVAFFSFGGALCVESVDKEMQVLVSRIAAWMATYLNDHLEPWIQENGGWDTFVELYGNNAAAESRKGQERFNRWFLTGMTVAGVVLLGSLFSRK
AHR activator – activates the human aryl hydrocarbon receptor; P35869; AHR-responsive luciferase reporter cells, luminescence; activation, % at 5 µM; actives 2.5% (n = 320,000); AID 2796; in the data active means activation above about 47%;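 further: 0% = vehicle wells and 100% = reference agonist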
Target sequence (P35869 whole entry, looked up): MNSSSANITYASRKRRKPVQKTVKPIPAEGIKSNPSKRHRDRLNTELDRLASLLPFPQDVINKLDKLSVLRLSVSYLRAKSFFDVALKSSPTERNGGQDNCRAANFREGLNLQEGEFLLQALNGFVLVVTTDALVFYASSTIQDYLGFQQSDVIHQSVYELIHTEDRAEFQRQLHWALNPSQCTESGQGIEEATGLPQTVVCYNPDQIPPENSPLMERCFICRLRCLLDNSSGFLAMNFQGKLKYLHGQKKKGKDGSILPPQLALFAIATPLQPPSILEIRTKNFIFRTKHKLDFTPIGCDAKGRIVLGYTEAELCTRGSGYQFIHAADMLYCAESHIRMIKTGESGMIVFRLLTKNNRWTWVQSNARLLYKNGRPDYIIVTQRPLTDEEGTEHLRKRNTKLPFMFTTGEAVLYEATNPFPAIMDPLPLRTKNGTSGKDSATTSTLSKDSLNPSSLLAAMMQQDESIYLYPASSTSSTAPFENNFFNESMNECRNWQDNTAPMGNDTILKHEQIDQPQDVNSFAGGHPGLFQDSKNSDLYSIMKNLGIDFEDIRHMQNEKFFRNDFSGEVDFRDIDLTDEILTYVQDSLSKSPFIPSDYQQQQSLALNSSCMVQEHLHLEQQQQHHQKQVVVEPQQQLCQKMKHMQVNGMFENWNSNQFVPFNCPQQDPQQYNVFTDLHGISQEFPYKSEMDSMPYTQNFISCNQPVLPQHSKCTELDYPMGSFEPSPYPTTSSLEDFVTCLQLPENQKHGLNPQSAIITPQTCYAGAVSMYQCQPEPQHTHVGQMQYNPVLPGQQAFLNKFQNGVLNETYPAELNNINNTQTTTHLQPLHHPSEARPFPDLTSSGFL
MCL1-BIM inh – disrupts human MCL1 binding to BIM-BH3 peptide | GST-MCL1 / FITC-Bim-BH3 fluorescence polarization | inhibition, % at 10.9 µM | actives 0.68% (n = 320,000);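 active means inhibition above the mean inhibition of all tested compounds plus 3 SD, set per campaign, cut at about 40% in these data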;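 further: 0% = DMSO wells and 100% = unlabeled Bim-BH3 peptide control; higher means more loss of mP so more displacement of Bim peptide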
GLD-1 TGE inh – GLD-1-TGE RNA interaction inhibition (C. elegans); actives 0.44% (n = 320,000); AID 2280; Q17339; purified GLD-1 + fluorescein TGE RNA, fluorescence polarization; inhibition, % at 5.96 µM;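 active means percent inhibition above a per-plate cutoff, the plate mean of test compounds plus 3 SD, cut at about 30% in these data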;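 further: 0% = DMSO wells with GLD-1 and probe and 100% = wells lacking GLD-1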
MEX-5 binding – C. elegans MEX-5 TCR-2 RNA binding activity | activity score (negative = inhibition of binding), % at 10 µM | Q9XUB2 | actives 0.38% (n = 300,000) | MEX-5/FITC-TCR2 RNA binding, fluorescence polarization; stronger effect = lower value;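 active means inhibition past about -25% in most replicates, and total fluorescence under double the plate's negative control median, limit read from the data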;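 further: 0% = DMSO and -100% = 5 µM competing unlabeled TCR2 RNA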
pPAFAH FP inh – inhibitors of human plasma PAF acetylhydrolase (pPAFAH); recombinant pPAFAH, FP-rhodamine probe fluorescence polarization; inhibition, % at 3.39 µM; actives 1.5% (n = 330,000);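 active means inhibition above the mean inhibition across the screen plus 3 SD, cut at about 25% in these data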;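 further: inhibitors block binding of the rhodamine activity-based probe so polarization drops; 0% = enzyme with DMSO and 100% = wells lacking pPAFAH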
PAFAH1B2 FP inh – PAFAH1B2 (human) inhibition; actives 1.2% (n = 340,000); inhibition, % at 3.39 µM; P68402; recombinant PAFAH1B2, FP-rhodamine activity probe, fluorescence polarization; AID 492953;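 active means inhibition above the mean of all tested compounds plus 3 SD, cut at about 24% in these data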;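 further: 0% = enzyme with DMSO and 100% = wells lacking PAFAH1B2; many of its hits are not listed in these tables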
Fam108B inh – counter-screen for RBBP9 inhibitors: inhibitors of mouse Fam108B; recombinant Fam108B, FP-Rh probe fluorescence polarization; inhibition, % at 9.51 µM; actives 0.33% (n = 300,000);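 active means inhibition above the screen mean inhibition plus 3 SD, computed separately per campaign, cut at about 18% in these data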;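 further: inhibitors lower polarization as less probe binds the enzyme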
PME-1 inh – PME-1 (human) inhibition; Q9Y570; AID 2130; recombinant PME-1, FP-Rh probe fluorescence polarization; actives 0.53% (n = 320,000); inhibition, % at 5.9 µM;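 active means inhibition above the campaign mean of all compounds plus 3 SD, cut at about 26% in these data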;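 further: competitive labeling of PME-1 active site by serine hydrolase directed probe; 0% = PME-1 with DMSO and 100% = wells lacking PME-1 enzyme; inhibitors block probe labeling so polarization falls and inhibition rises; many of its hits are not listed in these tables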
Starred values were filed as active, the others as inactive. This is a subset (hit frequency here may not be typical).

How did Cc1ccccc1NC(=O)c1cccc2c1C(=O)N(C1CCCCC1)C2 do in these assays?
BCLXL inh: 4; AHR activator: -1; MCL1-BIM inh: 7; GLD-1 TGE inh: 5; MEX-5 binding: 1.0; pPAFAH FP inh: 0; PAFAH1B2 FP inh: 1; Fam108B inh: -2; PME-1 inh: -4

What do the screens show for `COc1ccc(C(=O)OCC(=O)Nc2ccc(OC(F)F)cc2)c(OC)c1`?
BCLXL inh: 0; AHR activator: -1; MCL1-BIM inh: -4; GLD-1 TGE inh: 1; MEX-5 binding: -1.8; pPAFAH FP inh: 33*; PAFAH1B2 FP inh: 5; Fam108B inh: -1; PME-1 inh: -3

How did COc1ccc(NC(=O)N2CCc3ccccc3C2)c(OC)c1 do in these assays?
BCLXL inh: 2; AHR activator: 33; MCL1-BIM inh: -1; GLD-1 TGE inh: 2; MEX-5 binding: 0.2; pPAFAH FP inh: -2; PAFAH1B2 FP inh: 3; Fam108B inh: 3; PME-1 inh: 2

How did Cc1cc(/C=N/Nc2ncnc(N)c2[N+](=O)[O-])c(C)n1-c1ccccc1 do in these assays?
BCLXL inh: -1; AHR activator: -4; MCL1-BIM inh: 6; GLD-1 TGE inh: 4; MEX-5 binding: -3.1; pPAFAH FP inh: 7; PAFAH1B2 FP inh: 11; Fam108B inh: 1; PME-1 inh: 9

What do the screens show for `CCCCNC(=O)Cc1cc(=O)[nH]c(=O)[nH]1`?
BCLXL inh: -1; AHR activator: -2; MCL1-BIM inh: -7; GLD-1 TGE inh: -2; MEX-5 binding: -0.2; pPAFAH FP inh: -10; PAFAH1B2 FP inh: 6; Fam108B inh: 0; PME-1 inh: -8

What do the screens show for `CN1CCN(CC(O)COCc2ccc3c(c2)OCO3)CC1` (stereo unspecified)?
BCLXL inh: 1; AHR activator: 1; MCL1-BIM inh: 7; GLD-1 TGE inh: -2; MEX-5 binding: 1.3; pPAFAH FP inh: -7; PAFAH1B2 FP inh: -1; Fam108B inh: -7; PME-1 inh: -3

How did CCn1c(CSc2nnc(-c3cccnc3)n2-c2ccccc2C)nc2cc(C(=O)O)ccc21 do in these assays?
BCLXL inh: 30*; AHR activator: 0; MCL1-BIM inh: 32; GLD-1 TGE inh: 46*; pPAFAH FP inh: 42*; Fam108B inh: 69*; PME-1 inh: 76*

How did CCC/C(=C1/c2ccccc2C(=O)N1c1ccccc1)c1ccc2c(c1)OCO2 do in these assays?
BCLXL inh: 7; AHR activator: 13; MCL1-BIM inh: 1; GLD-1 TGE inh: 5; pPAFAH FP inh: 21; PAFAH1B2 FP inh: 8; PME-1 inh: -4

How did c1ccc(CCNc2ccc3nncn3n2)cc1 do in these assays?
BCLXL inh: 2; AHR activator: -1; MCL1-BIM inh: 4; GLD-1 TGE inh: 6; MEX-5 binding: -0.6; pPAFAH FP inh: 1; PAFAH1B2 FP inh: 2; Fam108B inh: 0; PME-1 inh: 4

Results for O=C(Cn1nnc(-c2ccccc2Cl)n1)N1CCN(S(=O)(=O)c2ccc(Cl)cc2)CC1 ?
BCLXL inh: 9; AHR activator: 0; MCL1-BIM inh: 6; GLD-1 TGE inh: 2; MEX-5 binding: -1.3; pPAFAH FP inh: 7; PAFAH1B2 FP inh: 6; Fam108B inh: -1; PME-1 inh: 18

Results for O=C(NC(=O)c1ccccc1)NC(=O)c1ccccc1 ?
BCLXL inh: 4; AHR activator: 4; MCL1-BIM inh: -7; GLD-1 TGE inh: 13; MEX-5 binding: 0.4; pPAFAH FP inh: 3; PAFAH1B2 FP inh: 3; Fam108B inh: -3; PME-1 inh: 4

Results for O=C(CN1CCCCCC1)Nc1ccc(Br)cc1Br ?
BCLXL inh: 3; AHR activator: 5; MCL1-BIM inh: 7; GLD-1 TGE inh: 3; MEX-5 binding: 1.0; pPAFAH FP inh: -7; PAFAH1B2 FP inh: 4; Fam108B inh: -5; PME-1 inh: -7

What do the screens show for `CCOC(=O)c1sc2nc(SC)nc(-c3ccc(Cl)cc3)c2c1N`?
BCLXL inh: 0; AHR activator: -2; MCL1-BIM inh: 1; GLD-1 TGE inh: -6; MEX-5 binding: -0.1; pPAFAH FP inh: -3; PAFAH1B2 FP inh: -2; Fam108B inh: 3; PME-1 inh: 0

How did O=C(CN(c1cccc(C(F)(F)F)c1)S(=O)(=O)c1ccccc1)N1CCOCC1 do in these assays?
BCLXL inh: 7; AHR activator: -3; MCL1-BIM inh: 7; GLD-1 TGE inh: 4; MEX-5 binding: -2.5; pPAFAH FP inh: 3; PAFAH1B2 FP inh: 4; Fam108B inh: -2; PME-1 inh: -1

How did Cc1ccc(-c2csc(=S)n2CC(=O)OCC(=O)NC(C)C(C)C)cc1 (stereo unspecified) do in these assays?
BCLXL inh: -2; AHR activator: 8; MCL1-BIM inh: -3; GLD-1 TGE inh: 5; MEX-5 binding: -3.8; pPAFAH FP inh: 5; PAFAH1B2 FP inh: -1; Fam108B inh: 1; PME-1 inh: 2

What do the screens show for `Cc1ccc2c(c1)cc1c(=O)n(CC(=O)NCCN3CCCC3)nc(C)n12`?
BCLXL inh: 0; AHR activator: 2; MCL1-BIM inh: 0; GLD-1 TGE inh: -2; MEX-5 binding: -0.1; pPAFAH FP inh: 0; PAFAH1B2 FP inh: 6; Fam108B inh: 0; PME-1 inh: -1

How did CC(CC(=O)Nc1ccc(S(=O)(=O)N2CCOCC2)cc1)c1ccccc1 (stereo unspecified) do in these assays?
BCLXL inh: 1; AHR activator: 1; MCL1-BIM inh: 3; GLD-1 TGE inh: -2; MEX-5 binding: -2.1; pPAFAH FP inh: -8; PAFAH1B2 FP inh: 9; Fam108B inh: 8; PME-1 inh: -4

What do the screens show for `CC(=O)Nc1ccc2c(c1)n(C)c(=O)n2C`?
BCLXL inh: 1; AHR activator: 0; MCL1-BIM inh: 0; GLD-1 TGE inh: 3; MEX-5 binding: 1.3; pPAFAH FP inh: 1; PAFAH1B2 FP inh: 1; Fam108B inh: 0; PME-1 inh: -4

Results for Cc1ccc(NC(=O)Cn2nc(C)c3ccccc3c2=O)cc1 ?
BCLXL inh: 3; AHR activator: 6; MCL1-BIM inh: 2; GLD-1 TGE inh: -5; MEX-5 binding: 0.0; pPAFAH FP inh: -3; PAFAH1B2 FP inh: -2; Fam108B inh: 2; PME-1 inh: 1

Results for CCOC(=O)c1c(-c2cccc([N+](=O)[O-])c2)csc1NC(=O)CCCOc1ccccc1 ?
BCLXL inh: -3; AHR activator: 0; MCL1-BIM inh: -5; GLD-1 TGE inh: 2; MEX-5 binding: 2.7; pPAFAH FP inh: 5; PAFAH1B2 FP inh: 1; Fam108B inh: -1; PME-1 inh: -8

How did O=S(=O)(c1ccc2c(c1)OCCO2)N1CCN(Cc2ccccc2)CC1 do in these assays?
BCLXL inh: 2; AHR activator: 0; MCL1-BIM inh: 5; GLD-1 TGE inh: 2; MEX-5 binding: 0.3; pPAFAH FP inh: 1; PAFAH1B2 FP inh: 4; Fam108B inh: -1; PME-1 inh: 5

Results for N#Cc1ccccc1OCC(=O)NC1CCCCC1 ?
AHR activator: 5; GLD-1 TGE inh: -5; pPAFAH FP inh: 2; PAFAH1B2 FP inh: 2

How did NC(=O)c1cc(C(=O)c2ccc(Cl)cc2)c[nH]1 do in these assays?
BCLXL inh: 6; AHR activator: 1; MCL1-BIM inh: 3; GLD-1 TGE inh: 4; MEX-5 binding: 0.7; pPAFAH FP inh: -3; PAFAH1B2 FP inh: -1; Fam108B inh: -1; PME-1 inh: -2

How did CCCCC(=O)Nc1ccc2oc(-c3cccnc3)nc2c1 do in these assays?
BCLXL inh: 7; AHR activator: -5; MCL1-BIM inh: 8; GLD-1 TGE inh: 0; MEX-5 binding: -0.7; pPAFAH FP inh: 8; PAFAH1B2 FP inh: -2; Fam108B inh: 4; PME-1 inh: -10

How did Cc1ccc(-c2c[n+](Cc3ccc(Cl)c(Cl)c3)c3n2CCC3)cc1 do in these assays?
BCLXL inh: 4; AHR activator: 2; MCL1-BIM inh: 1; GLD-1 TGE inh: -4; MEX-5 binding: -0.3; pPAFAH FP inh: 1; PAFAH1B2 FP inh: -3; Fam108B inh: 6; PME-1 inh: 4

How did C=CCNC(=O)COC(=O)c1nc2nccc(C)n2n1 do in these assays?
BCLXL inh: 7; AHR activator: 1; MCL1-BIM inh: 2; GLD-1 TGE inh: 12; MEX-5 binding: 0.2; pPAFAH FP inh: 2; PAFAH1B2 FP inh: 1; Fam108B inh: 3; PME-1 inh: -2

Results for S=C(NC1CCCC1)N1CCN(C/C=C/c2ccccc2)CC1 ?
BCLXL inh: 6; AHR activator: 0; MCL1-BIM inh: 6; GLD-1 TGE inh: 1; MEX-5 binding: 23; pPAFAH FP inh: 1; PAFAH1B2 FP inh: -6; Fam108B inh: -3; PME-1 inh: -3

What do the screens show for `O=C(O)c1ccc(COc2ccc3c(c2)CCC3)cc1`?
BCLXL inh: 0; AHR activator: -3; MCL1-BIM inh: -5; GLD-1 TGE inh: 9; MEX-5 binding: 3.7; pPAFAH FP inh: -6; PAFAH1B2 FP inh: 22; Fam108B inh: -1; PME-1 inh: 6

Results for Cc1cccc(C(=O)OC(C)CN2CCOCC2)c1 (stereo unspecified) ?
BCLXL inh: -1; AHR activator: 3; MCL1-BIM inh: 2; GLD-1 TGE inh: 6; MEX-5 binding: 0.6; pPAFAH FP inh: -2; PAFAH1B2 FP inh: 3; Fam108B inh: -4; PME-1 inh: 3

Results for Cc1cc(C(=O)NNC(=S)NCC(C)C)cs1 ?
BCLXL inh: 2; AHR activator: 0; MCL1-BIM inh: 6; GLD-1 TGE inh: -5; MEX-5 binding: 0.7; pPAFAH FP inh: 2; PAFAH1B2 FP inh: 6; Fam108B inh: 4; PME-1 inh: 1

How did CC1CN(C(=S)Nc2ccc(Br)cc2Cl)CC(C)O1 (stereo unspecified) do in these assays?
BCLXL inh: 8; AHR activator: 1; MCL1-BIM inh: 19; GLD-1 TGE inh: -6; MEX-5 binding: 1.6; pPAFAH FP inh: 1; PAFAH1B2 FP inh: -4; Fam108B inh: 8; PME-1 inh: 3

What do the screens show for `CC(=O)c1cccc(NC(=O)c2cc(-c3cccs3)on2)c1`?
BCLXL inh: -4; AHR activator: -1; MCL1-BIM inh: -8; GLD-1 TGE inh: 5; MEX-5 binding: -3.5; pPAFAH FP inh: -4; PAFAH1B2 FP inh: -3; Fam108B inh: -1; PME-1 inh: -2

Entries from the list above containing an NH in an aromatic ring, in the order listed:
What do the screens show for `CCCCNC(=O)Cc1cc(=O)[nH]c(=O)[nH]1`?
BCLXL inh: -1; AHR activator: -2; MCL1-BIM inh: -7; GLD-1 TGE inh: -2; MEX-5 binding: -0.2; pPAFAH FP inh: -10; PAFAH1B2 FP inh: 6; Fam108B inh: 0; PME-1 inh: -8

How did NC(=O)c1cc(C(=O)c2ccc(Cl)cc2)c[nH]1 do in these assays?
BCLXL inh: 6; AHR activator: 1; MCL1-BIM inh: 3; GLD-1 TGE inh: 4; MEX-5 binding: 0.7; pPAFAH FP inh: -3; PAFAH1B2 FP inh: -1; Fam108B inh: -1; PME-1 inh: -2
